Bioassay records (PubChem BioAssay)
MEKK2wt PB1 HTS – raises or lowers MEK5 binding to wildtype human MEKK2 PB1 domain; bead flow cytometry, Alexa488-MEK5 binding to MEKK2 WT; actives lie on both sides; Q9Y2U5; 290,000 compounds, 1.1% hits; binding response (% of control), % at 10 µM; in the data active means binding response below about 67% or above about 130%
HCV NS3 hel inh – blocks Hepatitis C virus NS3 helicase unwinding | NS3 helicase DNA unwinding, Cy5 molecular beacon fluorescence | inhibition, % at 10.9 µM | 290,000 compounds, 0.56% hits;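 active means inhibition above the mean of all tested compounds plus 3 SD, set per campaign, cut at about 35% in these data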;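 further: 0% = DMSO wells and 100% = thioflavine S control wells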
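Assay system: hepatitis C virus NS3 helicase domain fragment enzyme. Also added: annealed dual-labelled DNA beacon duplex, ATP-started. Timing: 1 h reaction at 25 °C, ATP-initiated. Technique: Cy5 fluorescence at 0 and 60 min, beacon hairpin quenching. Evaluation: % inhibition of unwinding. Replication: one well per compound.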
NALP1 yeast inh – NALP1 inhibition; S. cerevisiae NALP1/ASC/caspase-1 growth, X-gal OD620, 72 h; inhibition, % at 10 µM; 280,000 compounds, 0.61% hits; AID 2071; in the data active means inhibition mostly above about 24%, no sharp cut-off; inactive means mostly below about 32%; further: some compounds called inactive have numbers as strong as hits
IMP-1 inh – inhibitors of Pseudomonas aeruginosa IMP-1 metallo-beta-lactamase. purified IMP-1, nitrocefin hydrolysis, epi-absorbance fluorescence. inhibition, % at 5.6 µM. 290,000 compounds, 0.45% hits;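 active means inhibition above the mean plus 3 SD of all compounds in the same screening run, cut at about 4.5% in these data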;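 further: 0% = IMP-1 with DMSO and 100% = DMSO wells lacking enzyme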
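System: purified IMP-1; amount: IMP-1 0.2 nM before substrate addition; compound: single dose, 5.6 µM; times: 25 °C, 15 min preincubation, 25 min reaction; signal: Epi-absorbance via hydrolysed-nitrocefin quenching of white-plate fluorescence, 480/530 nm, EDTA stop; benchmarks: DMSO with and without IMP-1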
FID counter – displaces DNA intercalator in HCV helicase counter-screen; inhibition, % at 7.9 µM; DNA fluorescent intercalator displacement, fluorescence; AID 1845; 290,000 compounds, 0.17% hits; in the data active means inhibition above about 37%;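 further: 0% = vehicle and 100% = reference compound; higher means more ethidium bromide displaced from hairpin DNA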
VIM-2 inh – blocks Pseudomonas aeruginosa VIM-2 metallo-beta-lactamase | purified VIM-2, nitrocefin hydrolysis, epi-absorbance fluorescence | inhibition, % at 5.6 µM | 290,000 compounds, 0.89% hits | AID 1527;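 active means inhibition above the mean of all tested compounds plus 3 SD, cutoff set per screening run, cut at about 7.5% in these data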;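 further: red hydrolysis product quenches plate fluorescence so inhibitors raise well fluorescence; 0% = enzyme with DMSO and 100% = DMSO without enzyme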
MEKK2mut PB1 HTS – signal of MEK5 binding to mutant human MEKK2 PB1 domain; bead flow cytometry, Alexa488-MEK5 binding to MEKK2 mutant; percent response, % at 10 µM; 290,000 compounds, 0.35% hits; AID 1530; in the data active means percent response above about 24%, passing the limit was not always enough; further: inactives centre near 1; some results filed as inactive read as strong as hits
UBC9 SUMO inh – SUMOylation inhibition; 290,000 compounds, 0.36% hits; P63279; inhibition, % at 35 µM; AID 2006; HTRF SUMOylation assay, SAE1/SAE2 + UBC9, in vitro; in the data active means inhibition above about 50%, passing the limit was not always enough; further: strong numbers were not always called active
Target sequence (P63279 whole entry, looked up): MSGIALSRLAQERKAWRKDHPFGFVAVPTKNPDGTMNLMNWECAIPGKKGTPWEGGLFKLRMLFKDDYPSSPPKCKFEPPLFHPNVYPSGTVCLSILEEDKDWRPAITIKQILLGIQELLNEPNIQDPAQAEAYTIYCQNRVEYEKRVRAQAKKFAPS
M18AAP inhibitor – PfM18AAP enzyme inhibition. recombinant PfM18AAP, H-Glu-NHMec fluorogenic cleavage. inhibition, % at 7.35 µM. 290,000 compounds, 1.2% hits;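 active means inhibition above the campaign mean inhibition over all tested compounds plus 3 SD, cut at about 28% in these data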;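 further: 0% = plate median of test compound wells and 100% = 2 mM ZnCl2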
* = called active by the depositor; . = no result given.

smiles,MEKK2wt PB1 HTS,HCV NS3 hel inh,NALP1 yeast inh,IMP-1 inh,FID counter,VIM-2 inh,MEKK2mut PB1 HTS,UBC9 SUMO inh,M18AAP inhibitor
Cc1[nH]n(-c2ccccc2)c(=O)c1/C=N/NC(=O)c1ccccc1F,102,-1,-2,-3.0,-11,-2.2,3,-19,2
CCCCCc1ccc(-c2cn(CCCOCc3ccccc3)nn2)cc1,109,-9,14,-1.3,-32,-0.1,0,-16,0
COc1ccc([C@@H]2C[C@H]3CN(Cc4ccccc4OC)C(=O)[C@]34CCCN24)cc1C,88,3,1,-3.2,-2,-1.8,-22,-8,0
CCOC(=O)/C(C#N)=C/c1cccc([N+](=O)[O-])c1,96,-4,9,-3.5,-6,-2.8,17,19,3
CCc1c(C)nc2nc(SCc3ccccc3)[nH]n2c1=O,108,11,11,-2.8,-4,0.2,6,11,1
CC(Oc1ccc(Cl)cc1Cl)C(=O)Nc1cccnc1 (centres undefined),95,1,-12,-1.2,-22,-2.6,-1,-32,-5
OCCNCCOCCOc1ccccc1-c1ccccc1,110,9,23,-2.8,15,-1.7,0,9,-1
Cc1ccc(Nc2c(-c3cccnc3)nc3ccc(Br)cn23)cc1,64,1,1,0.1,-7,-0.8,-12,-10,-12
CC(CC(=O)O)CC(=O)Nc1cccc([N+](=O)[O-])c1 (centres undefined),97,-6,-7,-3.6,-3,-3.6,3,4,4
Nc1nc(N2CCN(c3ccccc3)CC2)n[nH]1,101,-3,9,-0.1,-6,-0.7,2,22,6
CCCCOc1ccc(N2C(=O)CC(N(O)c3ccccc3)C2=O)cc1 (centres undefined),103,37*,5,-4.2,-10,1.7,-1,14,7
O=C(c1ccco1)N1N=C(c2ccncc2)CC1(O)C(F)(F)F (centres undefined),96,25,2,-2.8,-5,-3.6,-9,8,2
CCN1C(=O)c2cccc3c(NC(=O)C(C)(C)C)ccc1c23,112,2,2,1.6,-8,-0.9,17,18,3
Cc1ccc(C(=O)OCC(=O)N2CCc3ccccc32)cc1,128,4,-3,-1.8,-4,-1.5,10,-3,2
COCCn1c(-c2cccs2)nc2c(c(=O)c3ccccc3n2C)c1=O,104,-1,16,-1.7,-7,4.5,4,18,1
O=C(c1nc2ccccn2c1CN1CCN(c2ccccc2O)CC1)N1CCCC1,91,-5,8,-3.5,-14,-1.6,-4,17,10
O=C(Cn1nnc(-c2cc(C(F)(F)F)cc(C(F)(F)F)c2)n1)NNC(=S)Nc1ccc(Cl)cc1,93,17,21,-1.1,-15,-2.9,-12,-31,-13
COc1ccc(N2C(N)=NC(N)=NC23CCCC3)cc1,113,-2,-18,-1.9,-3,-3.1,15,1,-7
O=C(Cn1c(=O)sc2ccccc21)NCc1ccco1,114,-4,2,-3.7,-1,-2.7,6,19,-2
Cc1cc(C)n2nc(SCc3cc(=O)oc4cc(C)c(C)cc34)nc2n1,.,6,16,-3.8,-5,-0.8,.,-2,-7
O=C(c1ccccc1)n1ccc2ccccc21,94,0,25,-2.1,-4,-3.9,-2,2,-3
CCCC(=O)Nc1cc2c3c(c1)CC(=O)N3CCC2,100,3,31,-3.3,-3,-0.8,1,18,2
CC(C)Cc1nn2c(=O)cc(CSCC(=O)Nc3ccccc3F)nc2s1,98,2,13,-1.5,-23,-1.7,2,11,6
CCOc1ncccc1C(=O)N(CC)CC(=O)NCc1ccc(F)cc1,105,-2,32,-0.2,-7,-0.1,0,4,-11
Cc1ccc(-n2c(SCC(=O)N3CCCCC3)nc(O)c(Cc3ccccc3)c2=O)cc1,97,17,-2,9.3*,-69,-1.2,3,.,6
C#CCSc1nnc(-c2ccc(O)cc2)o1,98,0,-1,-5.5,-3,0.5,7,9,6
CCCC(=O)Nc1cc(-c2cn3cccnc3n2)ccc1OC,89,6,-10,1.2,-5,-0.4,-8,22,8
CCOC(=O)C1CCN(C(=O)c2oc3ccc4c(c3c2C)C(O)CC2(CCCCC2)O4)CC1 (centres undefined),94,-14,13,-3.8,-59,-0.9,-3,-14,1
Cc1sc(NC(=O)c2ccco2)c(CN2CCN(Cc3ccccc3)CC2)c1C,81,-12,18,0.0,8,-1.0,-7,-5,-2
COc1ccc(NC(=O)CSc2nc3c(sc4ccccc43)c(=O)n2CCCN2CCCC2)cc1,176*,-59,7,-1.7,33,0.2,39*,.,3
CCNC(=S)N1CCN(CCN=CC2=C(O)CC(c3cccs3)CC2=O)CC1 (centres undefined),103,-1,-3,-5.6,-14,-4.0,3,13,-6
C=CCc1c(OC(C)=O)c2ccccc2n(C)c1=O,104,8,15,0.2,-3,-1.2,0,-8,-6
COc1ccc(Nc2nc(Cl)nc(Nc3ccc(OC)cc3OC)n2)c(OC)c1,90,-25,-3,-1.3,-7,-3.5,-9,3,-8
COc1ccc(CC2(CO)CCN(C(=O)NCc3ccccc3)CC2)cc1,89,8,-18,-1.2,-23,0.1,-8,-6,-2
CC12CN(C(=O)c3ccccc3Br)CC(C)(CN(C(=O)c3ccccc3Br)C1)C2=O,91,0,2,-3.8,-13,-0.7,-9,-1,-6
COc1cc(-c2ncc3ccccn23)cc(OC)c1OC,.,2,-19,-1.1,2,0.2,.,12,17
CCC(C)NC(=O)C1CCC(CNS(=O)(=O)c2ccc3c(c2)N(C(C)=O)CCO3)CC1 (centres undefined),104,-3,5,-2.6,-41,-0.9,3,7,2
CC(=O)c1cccc(CN2CCN(C3CCCC3)C(CCO)C2)c1 (centres undefined),98,2,-3,-1.6,1,-1.3,-3,-3,-1
CC(C)(C)c1cc(=O)[nH]c(SCc2ccccc2)n1,101,3,10,-2.6,-26,-1.7,-4,-9,0
CCOc1cc(C(=O)N2CCC(CC3CC(c4cccc(Br)c4)=NO3)(C(=O)NCC3CCCCC3)CC2)cc(OCC)c1OCC (centres undefined),96,12,17,-2.8,-42,-4.9,-1,-12,7
O=C(NCCCn1ccnc1)c1cc(S(=O)(=O)N2CCOCC2)ccc1F,97,-7,-7,-6.3,2,-5.1,0,-3,4
FC(F)Oc1ccc(C2N=C(c3ccccc3)NO2)cc1 (centres undefined),97,6,24,-2.0,-2,-1.1,0,9,7
CCOC(=O)c1cc(-c2ccc(OC)cc2)n[nH]1,89,4,40,-2.4,-7,0.2,10,2,-7
COc1ccc(-n2ncc3c(=O)n(CC(C)=O)cnc32)cc1,105,0,5,-2.0,-2,-0.9,1,4,0
COc1cccc(N2CCN(Cc3ccco3)CC2)c1,110,13,20,-0.3,0,-0.8,1,-9,2
CCOc1ccc(N(CC(=O)Nc2cc(OC)cc(OC)c2)S(=O)(=O)c2c(C)[nH]c(=O)[nH]c2=O)cc1,98,-9,24,-0.4,-32,-1.5,-7,.,-1
COC(=O)c1ccc(OCc2nn[nH]n2)cc1,102,-8,13,-3.5,-3,0.1,10,2,0
COC(=O)C1=C(O)/C(=C\c2ccc(CNS(=O)(=O)c3ccc(Cl)cc3)o2)N=C1C,94,40*,1,0.5,-12,1.3,-1,26,-15
CSc1ncc(CN2CCN(CCC(C)C)C(CCO)C2)cn1 (centres undefined),90,3,22,-0.7,-2,-2.5,-8,13,-12
Nc1ncc(-c2ccc([N+](=O)[O-])cc2)cn1,99,3,24,-1.1,5,-0.4,6,2,7
COc1ccc(NC(=O)CS(=O)CC(=O)Nc2cccnc2)cc1 (centres undefined),100,7,5,-5.1,-2,-2.3,8,1,3
C=CCN1C(=O)CSc2ccc(C(=O)OCC)cc21,99,1,14,1.0,-7,3.0,2,8,-5
CCN(CC)c1ccc2cc(C=O)c(=O)oc2c1,109,-1,3,15*,-2,15*,16,6,-12
O=C(/C=C/c1cccc([N+](=O)[O-])c1)N1CCN(C(=O)c2ccco2)CC1,103,5,32,-2.1,-7,-3.4,-1,10,7
COCCCNC(=O)CN(c1cc(C(F)(F)F)ccc1Cl)S(C)(=O)=O,86,13,.,-1.0,-2,-3.2,-25,6,-6
Cc1ccc(-n2cc(CNC(C)c3cnn(C)c3)c(-c3ccc(F)cc3)n2)cc1 (centres undefined),117,-53,1,-1.9,23,-1.5,6,-12,5
CN(CC(=O)O/N=C(\N)c1ccc([N+](=O)[O-])cc1)S(=O)(=O)c1ccccc1,101,-8,7,-5.0,3,-5.2,9,-2,-1
COC(=O)Cc1ccc(NC(=S)NC2CC2)cc1,99,-4,.,-3.0,-3,-1.6,-9,21,-13
CC1SC(c2ccc(Cl)cc2Cl)NC1=O (centres undefined),107,-2,3,-3.5,-4,-3.9,2,10,1
C=CCSc1nc2sc3c(c2c(=O)n1-c1ccc(C)cc1)CCN(C)C3,108,-33,17,-3.3,-7,0.6,12,13,4

Further entries:
smiles,MEKK2wt PB1 HTS,HCV NS3 hel inh,NALP1 yeast inh,IMP-1 inh,FID counter,VIM-2 inh,MEKK2mut PB1 HTS,UBC9 SUMO inh,M18AAP inhibitor
Cc1cccc(/C=N/NC(=O)C(C)Nc2cccc3ccccc23)n1 (centres undefined),102,7,8,-2.0,-12,1.8,3,72,6
CCCCOc1ccc(NS(=O)(=O)c2ccc(-n3cnnn3)cc2)cc1,104,-15,13,-0.3,-5,-0.8,-1,9,-5
CCOC(=O)CN1N=C(/C=C/c2ccc(C)cc2)CCC1=O,98,-9,-5,-1.9,-11,-4.9,-2,-8,6
Cc1ccc(S(=O)(=O)NN2C(=O)/C(=C/c3cccc(F)c3)SC2=S)cc1,105,28,2,-1.0,-21,-1.8,1,21,-3
O=C(NCCN1CCCC1)c1cc(-c2ccncc2)nc2ccc(S(=O)(=O)N3CCOCC3)cc12,107,-7,4,-1.5,10,1.7,2,-11,-15
C/C(CCC(C)C)=N\Nc1ccc(S(N)(=O)=O)cc1[N+](=O)[O-],101,7,2,-2.6,-3,-2.8,3,-4,14
O=C(O)c1cccc(NS(=O)(=O)/C=C/c2ccccc2)c1,101,1,4,-3.9,-2,-5.2,1,5,1
Cc1noc(/C=C/c2ccc(-c3ccccc3Cl)o2)c1[N+](=O)[O-],117,5,12,0.4,-4,-2.1,92*,16,2
CCOC(=O)Cc1csc(NC(=O)c2ccc(Cl)nc2)n1,103,4,2,-1.0,-10,0.5,3,-9,-11
Cn1c(=O)c2nnn(/N=C(\c3ccccc3)C3CC3)c2n(C)c1=O,107,3,14,-2.2,-5,-1.8,4,11,7

A different layout for 3 compounds above.
Results follow in this order: MEKK2wt PB1 HTS | HCV NS3 hel inh | NALP1 yeast inh | IMP-1 inh | FID counter | VIM-2 inh | MEKK2mut PB1 HTS | UBC9 SUMO inh | M18AAP inhibitor
C/C(CCC(C)C)=N\Nc1ccc(S(N)(=O)=O)cc1[N+](=O)[O-]
→ 101 | 7 | 2 | -2.6 | -3 | -2.8 | 3 | -4 | 14
O=C(O)c1cccc(NS(=O)(=O)/C=C/c2ccccc2)c1
→ 101 | 1 | 4 | -3.9 | -2 | -5.2 | 1 | 5 | 1
Cc1noc(/C=C/c2ccc(-c3ccccc3Cl)o2)c1[N+](=O)[O-]
→ 117 | 5 | 12 | 0.4 | -4 | -2.1 | 92* | 16 | 2
